Anthrax LF prot – Bacillus anthracis LF protease inhibitors, primary screen, biochemical, multiplex microsphere, MLPCN library; Lethal factor (Bacillus anthracis), P15917; multiplex microsphere protease cleavage assay; inhibition, % at 10 µM; 360,000 compounds, 0.12% hits; in the data active = inhibition above about 30%; inconclusive = no clear call, values can overlap the other calls; also: plate controls were buffer without enzyme for full effect and enzyme alone for no effect
Target sequence (P15917 whole entry, looked up): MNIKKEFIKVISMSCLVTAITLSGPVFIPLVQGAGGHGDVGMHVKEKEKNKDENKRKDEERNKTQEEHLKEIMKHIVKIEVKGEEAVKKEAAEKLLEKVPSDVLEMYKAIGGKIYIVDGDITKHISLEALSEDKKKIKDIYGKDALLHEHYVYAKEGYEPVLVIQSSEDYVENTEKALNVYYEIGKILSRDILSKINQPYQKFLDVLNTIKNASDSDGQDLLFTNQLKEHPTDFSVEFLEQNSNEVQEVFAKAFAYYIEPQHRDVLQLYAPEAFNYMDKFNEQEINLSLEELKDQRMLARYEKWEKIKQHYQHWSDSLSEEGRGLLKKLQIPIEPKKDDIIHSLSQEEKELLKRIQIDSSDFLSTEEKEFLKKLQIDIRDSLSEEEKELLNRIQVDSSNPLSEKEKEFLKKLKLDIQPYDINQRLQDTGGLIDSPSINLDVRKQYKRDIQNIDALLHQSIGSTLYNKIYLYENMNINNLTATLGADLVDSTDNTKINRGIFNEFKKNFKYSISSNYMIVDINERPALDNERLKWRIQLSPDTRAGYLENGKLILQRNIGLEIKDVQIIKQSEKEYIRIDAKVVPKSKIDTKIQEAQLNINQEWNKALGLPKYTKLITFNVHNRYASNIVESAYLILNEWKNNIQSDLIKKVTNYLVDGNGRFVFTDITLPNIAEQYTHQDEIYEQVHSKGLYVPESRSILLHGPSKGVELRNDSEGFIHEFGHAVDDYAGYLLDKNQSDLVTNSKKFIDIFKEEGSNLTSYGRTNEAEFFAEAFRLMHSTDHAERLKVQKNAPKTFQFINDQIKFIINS
TcdB GH inh – TcdB glycohydrolase inhibitors, primary screen, biochemical, single point, plate reader; Toxin B (Clostridioides difficile), P18177; TcdB glycohydrolase enzymatic assay; inhibition, % at 9.99 µM; 350,000 compounds, 0.24% hits; AID 652162, 2013; in the data active = inhibition above about 10%
Yp Topo-I inh – Yersinia pestis topoisomerase I inhibitors, primary screen, biochemical, cleavage product accumulation, plate reader, single point | 360,000 compounds, 0.064% hits | activity, % at 10 µM | Y. pestis Topo-I cleavage product accumulation | DNA topoisomerase I (Yersinia pestis CO92) | AID 504884, 2011; in the data active = activity above about 50%, passing the limit was not always enough; inconclusive = no clear call, values can overlap the other calls; also: inactives centre near 2
MazEF act – activators of E. coli MazEF toxin-antitoxin RNase, primary screen, biochemical, fluorescence, uHTS. activation, % at 20 µM. AID 504720, 2011. FAM/BHQ RNA-DNA oligo cleavage fluorescence, 5 h. Endoribonuclease toxin MazF (Escherichia coli (strain K12)), P0AE70. 350,000 compounds, 0.32% hits; in the data active = activation above about 50%
Target sequence (P0AE70 whole entry, looked up): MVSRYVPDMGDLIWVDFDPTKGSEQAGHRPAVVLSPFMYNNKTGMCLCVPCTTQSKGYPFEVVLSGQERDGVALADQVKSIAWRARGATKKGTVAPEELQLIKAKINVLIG
DUSP3 inh – VHR1 phosphatase inhibitors, primary screen, biochemical, absorbance, uHTS; AID 1654, 2009; recombinant VHR phosphatase, pNPP absorbance; inhibition, % at 13.3 µM; 290,000 compounds, 0.52% hits; Dual specificity protein phosphatase 3 (Homo sapiens), P51452; in the data active = inhibition above about 50%; also: some compounds called inactive have numbers as strong as hits
3CLpro inhibitor – SARS-CoV 3CLpro protease inhibitors, primary screen, biochemical, quenched FRET; 290,000 compounds, 0.14% hits; recombinant SARS-CoV 3CLpro, quenched FRET peptide cleavage; inhibition, % at 6 µM; AID 1706, 2009; in the data active = inhibition above about 12%
PriA SSB inh – inhibitors of Klebsiella pneumoniae PriA binding to SSB C-terminal tail, primary screen, biochemical, AlphaScreen | inhibition, % at 33 µM | PriA–SSB C-terminal tail interaction (Klebsiella pneumoniae) | AID 1272365, 2023 | 430,000 compounds, 0.6% hits | AlphaScreen SSBct-PriA binding, biotinylated peptide; in the data active = inhibition mostly above about 37%, no sharp cut-off; inactive = mostly below about 20%;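 also: plate controls were negative control peptide for no effect and reference peptide for full effect; strong numbers were not always called active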
PfHsp40 rescue – rescue of yeast from PfHsp40 toxicity, primary screen, S. cerevisiae, ATP luminescence; S. cerevisiae expressing PfHsp40, growth rescue; 340,000 compounds, 0.68% hits; growth rescue, % at 12.5 µM; AID 504582, 2011; in the data active = growth rescue above about 28%, passing the limit was not always enough; inconclusive = no clear call, values can overlap the other calls;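 also: yeast W303a lacking pdr1 and pdr3 grown in galactose medium; growth measured after three days at 30 °C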
Vc quorum ag – inducers of Vibrio cholerae quorum light production without autoinducers, primary screen, BH1578 luxS cqsA deficient, single point. V. cholerae BH1578 lux reporter, luminescence, 6 h. activation, % at 18.7 µM. 350,000 compounds, 0.16% hits. AID 588436, 2011; in the data active = activation mostly above about 9.7%, no sharp cut-off; inconclusive = no clear call, values can overlap the other calls; inactive = mostly below about 3.7%; also: not every result past the cut was called active; inactives centre near 0; reference of the scale not given here
Rv3671c inh – Rv3671c serine protease inhibitors, primary screen, biochemical, fluorescence polarization, M. tuberculosis H37Rv. 320,000 compounds, 0.048% hits. inhibition, % at 5.96 µM; in the data active = inhibition above about 38%;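 also: extracellular domain of Rv3671c used as enzyme; 0% = enzyme with DMSO and 100% = no enzyme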
Starred values were filed as active, the others as inactive; i = inactive; ? = inconclusive; . = not tested or not shown; & = joins results of further samples; ! = repeats disagree.

SMILES	Anthrax LF prot	TcdB GH inh	Yp Topo-I inh	MazEF act	DUSP3 inh	3CLpro inhibitor	PriA SSB inh	PfHsp40 rescue	Vc quorum ag	Rv3671c inh
O=C(c1cc(-c2ccc3c(c2)OCO3)on1)N1CCCCC1	7	1.0	8	8	19	5	-5	-1.0	-0.2	3
COc1ccc(S(=O)(=O)N(C)CC(=O)NC2CCCC2)cc1OC	1	2.4	10	-4	30	-1	-3	1.7	0.0	-4
CC(C)(C)C(=O)Nc1ccc(F)cc1[N+](=O)[O-]	3	1.7	-18	-9	9	2	-2	-2.1	-0.3	0
O=C(CCc1ccccc1)N=C1SC2CS(=O)(=O)CC2N1c1ccccc1F (stereo not drawn)	-5	0.8	1	0	-14	-4	-8	2.0	-4.2	-12
O=C(c1ccco1)N1CCN(C(=O)C2CCCO2)CC1 (stereo not drawn)	-1	.	-6	0	31	-2	3	0.2	0.9	11
CCOC(=O)C1CCCN(C(=O)Cn2nc(C)c3c(C)n(-c4ccccc4)nc3c2=O)C1 (stereo not drawn)	1	0.5	2	-3	6	-4	-5	0.6	-3.9	-9
CCNC(=S)NNC(=O)Cn1c(=O)c2c(ncn2CCOC)n(Cc2ccccc2)c1=O	-2	-1.7	1	2	2	-8	0	-0.5	-0.6	-7
Cn1cnnc1SCC(=O)Nc1ncc(C(F)(F)F)cc1Cl	-2	2.1	1	7	-14	4	-18	0.0	1.2	-4
CCn1c(N)[n+](CC(=O)Nc2ccc(SC(F)F)cc2)c2ccccc21	-1	0.4	-6	22	11	-1	-3	0.9	-0.1	-7
CC(C)CCOP(=O)(c1ccc(N(C)C)cc1)C(O)c1ccc(Cl)cc1Cl (stereo not drawn)	3	2.3	34	6	13	4	0	3.0	i	-3
CC(=O)NC(=S)Nc1ccc(NC(=O)COc2ccc(Cl)cc2Cl)cc1	-4	.	31	-6	13	-1	-2	-1.0	i	-9
O=C(/C=N/O)NCCN1CCCCC1	1	0.0	8	10	-1	-5	.	1.0	3.3	5
Cc1nn(C)c(Cl)c1/C=C/C(=O)O	0	-1.0	-3	-2	9	0	-8	0.8	0.0	-3
Oc1ccc(NC(=S)Nc2ccccc2)cc1	-4&-3	11*!	-2&-5	-5&-12	20&3	2&4	4	5.0&-0.5	i	-4&10
CN(C)CC(=O)Nc1ccc(Oc2ccc(Cl)cc2)cc1	-4	0.2	-5	-2	2	1	-4	-1.5	-0.5	-5
CC(=O)NC(Cc1cccc(F)c1)C(=O)NC1CCN(C(=O)Nc2ccccc2)CC1 (stereo not drawn)	0	1.4	7	-1	17	-4	-14	-0.2	-0.2	-3
CCC(C)(C)NC(=O)C(c1sccc1C)N(Cc1ccco1)C(=O)c1csnn1 (stereo not drawn)	-3	1.6	-13	2	18	-1	-2	0.8	-0.3	0
O=C(c1ccccc1-c1nc2ccccc2[nH]1)N1CCOCC1	3	.	0	8	-1	1	0	-0.7	-0.7	2
O=C1NC2=C(C(=O)OC2)C(c2ccc(OC(F)(F)F)cc2)N1 (stereo not drawn)	11	0.8	1	10	4	-1	-6	-1.0	-0.3	5
COc1ccccc1NC(=O)NCC(=O)Nc1ccc(F)c(F)c1	-1	.	-11	-2	40	4	-11	-0.5	i	9
CCOC(=O)C1=CN(Cc2ccco2)S(=O)(=O)NC1c1ccc(C(F)(F)F)cc1 (stereo not drawn)	-4	0.8	0	2	.	.	-10	5.3	-1.5	.
Cc1ccccc1-n1c(SCC(=O)NCC2CCCO2)nnc1-c1ccncc1 (stereo not drawn)	-1	0.5	5	1	.	.	-6	12	i	0
Cc1nc(S/C(=C/c2ccc(-c3ccc(Cl)cc3)o2)C(=O)O)n[nH]1	-1	.	4	-5	9	4	3	3.1	.	7
O=C(NC1CC1)C1=C[C@@H](c2ccc(Br)cc2)C[C@@H](OCc2ccc(CO)cc2)O1	-7	0.7	27	0	11	.	16	-0.1	-1.0	-4
N#CC1=C(SCC(N)=O)NC(=O)CC1c1ccccc1Cl (stereo not drawn)	-9	1.9	2	-4	21	-4	-7	-1.2	-0.1	-1
O=C(O)c1cc(N/N=C/c2c(O)ccc3ccccc23)ccc1Cl	-3	-5.4	-13	-7	-11	11	.	2.2	-0.2	-1
CC(C)n1c(CN(C)Cc2ccccc2)nc2c1c(=O)n(C)c(=O)n2C	.	0.7	.	1	-20	6	-1	.	.	2
CCOc1[nH]n(-c2ccc(Cl)cc2)c(=O)c1C=Nc1ccc(O)cc1	-11	.	-14	3	8	5	-3	-1.1	i	5
Cc1cc(N2C(=O)c3ccc(C(=O)Nc4ccccc4O)cc3C2=O)no1	-3	-0.5	2	0	28	-8	-10	-0.1	i	6
COc1ccc(C(=O)NC(=S)Nc2ccc(CN3CCOCC3)cc2)cc1	-3	0.4	11	10	-3	-4	-4	1.2	i	-7
O=C(C=Cc1ccco1)c1cc(Cl)ccc1O	-2	0.1	-12	6	.	.	8	-1.4	i	.
CCOc1ccc(NC(=O)COc2ccccc2)c([N+](=O)[O-])c1	-3	.	1	14	16	4	7	-0.8	1.6	-2
CC(CNC(=O)c1cncc(O)c1)NC(=O)c1cncc(O)c1 (stereo not drawn)	-2	.	2	-1	-6	0	-1	0.6	i	-3
O=C(COC(=O)c1sc2cc(F)ccc2c1Cl)Nc1ncc(Cl)cc1Cl	0	-9.3	-4	-41	43	-5	1	-0.3	-2.7	8
COc1ccccc1NC(=O)c1ccc(N2CC3CC(C2)c2cccc(=O)n2C3)c(NC(=O)c2ccncc2)c1 (stereo not drawn)	-2	1.0	19	9	2	2	-2	-0.6	-0.6	-4
COCc1cc(OC)nc(-c2csc(C)n2)n1	16	-0.8	2	1	37	0	-8	-1.3	i	4
COc1ccc(S(=O)(=O)NCCC(=O)OCC(=O)NC2CC2)cc1	2	0.8	5	1	.	.	7	0.7	i	3
c1cc2c(c(NC3=NCCCS3)c1)CCCC2	-3	1.1	-3	11	.	.	.	.	-3.3	.
Cc1cccc(CNc2ncnc3ccc(-c4ccccc4Cl)cc23)c1	-3	0.4	19	-14	.	.	-6	1.3	-0.4	-28
COc1ccc(CCNC(=O)c2ccn[nH]2)cc1OC	2	.	-3	-1	30	-1	-12	0.1	i	-7
O=C(Nc1cc(S(=O)(=O)N2CCCC2)ccc1OCC(F)(F)F)c1ccccc1F	2	.	20	7	-5	-1	-1	-1.3	-0.2	3
CN1CCN(C(=O)Cn2c(=O)oc3cc(S(=O)(=O)NCc4ccccc4)ccc32)CC1	-12	-0.6	-3	5	40	2	-1	-0.4	0.0	-12
COc1ccc(C(=O)NCCN2CCN(C(=O)c3ccc(OC)cc3)CC2)cc1	-2	2.1	1	-3	14	-6	14	-1.6	-1.0	6
CCOC(=O)N1CCN(C(=O)CNC(=O)c2ccc(Br)o2)CC1	-6	-0.4	-3	-5	7	-1	-15	-0.9	i	.
OCCCCC#Cc1c(-c2ccsc2)sc2ccccc12	-2	1.3	20	0	32	8	-14	?	i	-34
CCCCCCn1cc(C(=O)O)c(=O)c2ccccc21	0	.	-5	0	-6	1	-7	-0.6	-1.6	-8
CC(OC(=O)COc1ccccc1)C(=O)NC1CCCC1 (stereo not drawn)	0	0.7	-3	3	.	.	-7	-0.6	-0.6	0
COc1ccc(-n2c(SCC(=O)N3CCOCC3)nc(O)cc2=O)cc1	-1	2.6	8	-1	15	1	-5	-0.9	1.4	.
CCc1ccc2c(c1)cc(CN(C(=S)Nc1cccc(C)c1)C1CC1)c1nnnn12	-1	-4.9	2	-8	20	-1	-11	-1.2	-0.4	-2
COc1ccc(NS(=O)(=O)c2ccc3c(c2)NC(=O)CCS3)cc1Cl	0	1.4	-8	2	-27	-4	-12	-1.1	i	-10
CCN1CCN(c2ccc(NC(=O)Cc3ccccc3)cc2)CC1	-6	.	-3	12	-2	3	6	0.4	.	-3
COc1ccc(C(=O)C2CCCN(Cc3cccn3-c3ccccn3)C2)cc1F (stereo not drawn)	-6	-0.5	-3	8	30	5	-4	-0.4	-0.2	3
O=C(C1CC1)N1N=C2CCCCC2C1(O)C(F)(F)F (stereo not drawn)	-3	4.5	2	-20	12	1	-6	-0.1	-0.9	1
COc1ccc(CN2CC(=O)N(c3ccc(C)c(C)c3)C2=S)cc1OC	-1	-0.3	20	-8	13	6	-10	1.3	-0.5	-4
COc1ccc(NC(=O)CC2C(=O)N(Cc3cccs3)C(=S)N2C(C)C)cc1 (stereo not drawn)	3	0.6	3	6	-3	1	-7	-2.0	0.4	-1
C[C@H](NC(=O)N1C[C@H]2C[C@@H](C1)c1cccc(=O)n1C2)C(=O)Nc1ccccc1F	10	0.6	1	-17	16	-3	-1	-1.8	-0.6	-3
CCOC(=O)c1sc(N/N=C/c2cc(Br)c(O)c(OC)c2)nc1C	15	-0.4	-16	6	0	4	.	1.7	i	9
COc1c(S(=O)(=O)NCCCN2CCOCC2)ccc(Cl)c1Cl	0	1.4	3	4	0	2	-8	1.4	-0.9	-3
O=C(CCC(=O)N1CCOc2ccccc21)NCCc1ccccc1	-6	1.4	4	2	13	-3	-9	-1.8	-0.3	5
Nn1cnc2scc(-c3ccc(Cl)cc3)c2c1=O	7	0.7	5	-11	-1	-7	-7	-0.4	-0.7	-2

The results go on:
SMILES	Anthrax LF prot	TcdB GH inh	Yp Topo-I inh	MazEF act	DUSP3 inh	3CLpro inhibitor	PriA SSB inh	PfHsp40 rescue	Vc quorum ag	Rv3671c inh
O=C(O)CCCNC(=O)c1nn(Cc2ccccc2)c(=O)c2ccccc12	-2	0.8	4	2	6	-6	-8	-0.2	-0.2	10
COc1ccc(NC(=O)Nc2cccc(NC(C)=O)c2)c(OC)c1	1	-0.3	-1	4	21	2	10	-1.7	-0.8	-17
COc1ccc(-c2nnc(SCC(=O)Nc3nc4ccccc4s3)n2C)cc1	-2	.	-4	-30	-8	-4	-19	0.3	i	.
Cc1nc(SCC(=O)Nc2c(C)nn(C)c2C)c2cnn(-c3ccccc3)c2n1	-16	.	-2	-11	19	1	1	-0.3	-0.3	2
CCCCN(C=O)c1c(CC)nc2ccc(C(=O)NCCc3ccccn3)cn12	-3	-1.8	-4	.	.	.	.	.	-0.5	.
Cn1c(N)c(C(=O)COC(=O)Cc2cccs2)c(=O)n(C)c1=O	0	-0.3	-8	15	.	.	-13	-0.5	i	2

Three entries drawn at random from the list so far, as already listed:
SMILES	Anthrax LF prot	TcdB GH inh	Yp Topo-I inh	MazEF act	DUSP3 inh	3CLpro inhibitor	PriA SSB inh	PfHsp40 rescue	Vc quorum ag	Rv3671c inh
COc1ccc(NC(=O)Nc2cccc(NC(C)=O)c2)c(OC)c1	1	-0.3	-1	4	21	2	10	-1.7	-0.8	-17
COc1ccc(-c2nnc(SCC(=O)Nc3nc4ccccc4s3)n2C)cc1	-2	.	-4	-30	-8	-4	-19	0.3	i	.
O=C(O)CCCNC(=O)c1nn(Cc2ccccc2)c(=O)c2ccccc12	-2	0.8	4	2	6	-6	-8	-0.2	-0.2	10

Source: PubChem BioAssay

This is a subset. The share of hits here may be higher or lower than overall.
